Source: PubChem BioAssay (several laboratories)
FXIa inh – human FXIa protease inhibitors, primary screen, biochemical, 1536-well; 220,000 compounds, 0.14% hits; inhibition, % at 5 µM; AID 798, 2007; Coagulation factor XI (Homo sapiens), P03951; purified FXIa, Boc-Glu-Ala-Arg-AMC fluorogenic substrate;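 active = inhibition of at least 40%; inactive = inhibition below 40%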;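 note: fluorescence of freed AMC excited at 355 nm; 0% = enzyme without compound and 100% = no enzyme blank; many of its hits are not listed in these tables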
PERK inh – block of dimerizer-induced PERK translation repression, primary screen, PERK inhibitor project, CHO PERK-DD cells, SEAP luminescence, HTS; Eukaryotic translation initiation factor 2-alpha kinase 3 (Homo sapiens), Q9NZJ5; CHO PERK-DD fusion, SEAP luminescence translation reporter; inhibition, % at 5.6 µM; 220,000 compounds, 0.17% hits; AID 1416, 2008;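 active = inhibition above the mean inhibition of all tested compounds plus 3 SD, set separately per screening campaign, cut at about 2.9% in these data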;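 note: PERK kinase domain activated by AP20187 dimerizer at 100 nM; 0% = DMSO with dimerizer and 100% = rapamycin at 8.4 µM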
Target sequence (Q9NZJ5 whole entry, looked up, the tested form may be a part): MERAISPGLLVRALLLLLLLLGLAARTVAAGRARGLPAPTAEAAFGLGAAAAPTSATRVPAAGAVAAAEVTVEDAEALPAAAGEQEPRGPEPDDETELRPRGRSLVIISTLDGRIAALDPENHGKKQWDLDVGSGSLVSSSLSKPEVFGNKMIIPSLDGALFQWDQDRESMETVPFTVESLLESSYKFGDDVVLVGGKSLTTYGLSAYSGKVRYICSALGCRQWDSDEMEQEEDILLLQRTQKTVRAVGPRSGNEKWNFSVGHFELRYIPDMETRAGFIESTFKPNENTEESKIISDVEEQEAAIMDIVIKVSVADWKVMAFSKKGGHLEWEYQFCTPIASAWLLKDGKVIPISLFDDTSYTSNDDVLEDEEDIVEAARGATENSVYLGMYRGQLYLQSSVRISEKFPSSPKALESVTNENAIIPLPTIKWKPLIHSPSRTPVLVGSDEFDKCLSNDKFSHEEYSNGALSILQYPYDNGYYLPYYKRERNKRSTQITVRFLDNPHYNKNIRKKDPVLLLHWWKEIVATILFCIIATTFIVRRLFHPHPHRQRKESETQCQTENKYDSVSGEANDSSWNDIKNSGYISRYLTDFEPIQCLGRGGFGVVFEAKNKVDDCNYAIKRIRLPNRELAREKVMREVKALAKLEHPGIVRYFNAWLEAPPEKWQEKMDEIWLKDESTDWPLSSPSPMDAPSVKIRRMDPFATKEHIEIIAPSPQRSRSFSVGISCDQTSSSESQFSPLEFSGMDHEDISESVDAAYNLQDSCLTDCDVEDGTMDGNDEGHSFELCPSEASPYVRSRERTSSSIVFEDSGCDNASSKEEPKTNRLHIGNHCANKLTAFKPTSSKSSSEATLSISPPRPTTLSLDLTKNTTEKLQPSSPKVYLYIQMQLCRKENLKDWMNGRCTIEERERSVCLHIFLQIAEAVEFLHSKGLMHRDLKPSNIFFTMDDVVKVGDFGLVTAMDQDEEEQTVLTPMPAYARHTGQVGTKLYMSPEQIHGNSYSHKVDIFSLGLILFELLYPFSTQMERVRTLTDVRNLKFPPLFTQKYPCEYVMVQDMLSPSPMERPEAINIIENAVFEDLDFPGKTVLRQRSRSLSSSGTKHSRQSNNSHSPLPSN
FXIIa inh 1536 – human FXIIa protease inhibitors, primary screen, biochemical, 1536-well; Coagulation factor XII (Homo sapiens), P00748; purified FXIIa, Boc-QGR-AMC fluorogenic substrate, 2 h; inhibition, % at 5 µM; 220,000 compounds, 0.3% hits; in the data active = inhibition above about 40%;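 note: 0% = enzyme with no compound and 100% = blank without enzyme; many of its hits are not listed in these tables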
Cl transport mod – KCC2 cotransporter modulators, thallium flux, primary screen, cell-based, HEK293 KCC2, FluoZin-2 fluorescence, MLSMR; 190,000 compounds, 2.2% hits; KCC2 cells, thallium flux FluoZin-2 fluorescence; Solute carrier family 12 member 5 (Homo sapiens), Q9H2X9; B-score of Tl+ flux slope (higher = more flux/activation; lower = inhibition) at 10 µM; AID 1456, 2008;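 active = thallium flux slope and its plate-corrected score both differing from the plate sample mean at a set confidence after two filtering rounds, in either direction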;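 note: slope of fluorescence scaled to starting intensity during 10 to 20 s after thallium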
thrombin 1536 – human alpha-thrombin inhibitors, primary screen, counter-screen for coagulation protease inhibitor project, biochemical, 1536-well, fluorogenic AMC substrate. Prothrombin (Homo sapiens), P00734. Boc-VPR-AMC fluorogenic substrate cleavage. inhibition, % at 5 µM. 220,000 compounds, 0.26% hits;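 active = inhibition at or above 40%; inactive = inhibition below 40%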;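 note: 0% = enzyme with no compound and 100% = wells without enzyme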
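System: human alpha-thrombin protein; Compound dosing: one concentration per compound, 5 µM, with 0.2% DMSO; Timing: reaction at room temperature; Technique: AMC fluorescence, 355/460 nm; Controls: enzyme without compound as high, wells lacking enzyme as low.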
Rad51 HR inh – human RAD51 strand exchange inhibitors, primary screen, biochemical, fluorescence; inhibition, % at 10 µM; 200,000 compounds, 0.085% hits; AID 1385, 2008; hRad51 DNA strand exchange, fluorescence dequenching;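 active = inhibition above 40% at the single screening dose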;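 note: 0% = DMSO control wells and 100% = blanks with heterologous ssDNA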
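Test system: preformed human Rad51 ssDNA filaments; also added: Donor/quencher-labelled 47-bp dsDNA substrate; doses: 10 µM final, single point; times: 37 °C 15-min filament assembly, 30-min compound preincubation, 15-min exchange; detection: FRET fluorescence dequenching, excitation 485 nm, emission 520 nm; read-out basis: Fluorescence-based percent inhibition, control- and blank-normalised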
hK5 inh – human KLK5 protease inhibitors, primary screen, biochemical, 1536-well. Kallikrein-5 (Homo sapiens), Q9Y337. recombinant hK5, fluorogenic AMC substrate cleavage. inhibition, % at 5 µM. 210,000 compounds, 0.59% hits;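 active = inhibition of 40% or more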;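 note: 0% = enzyme controls without compound and 100% = no-enzyme blanks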
Calpain2 inh – inhibitors of pig calpain II, primary screen, biochemical, fluorogenic peptide substrate, 1536-well; inhibition, % at 16 µM; purified calpain II, 30 min; 220,000 compounds, 0.37% hits;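 active = inhibition above about 50%, limit read from the data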
Furin inhibitor – human furin inhibitors, primary screen, biochemical, fluorescence intensity; 220,000 compounds, 0.061% hits; purified furin, fluorogenic substrate cleavage; P09958; inhibition, % at 30 µM; in the data active = inhibition above about 25%; note: inactives centre near -15
* marks the source's active call; other numbers are inactive results; . = no result given; [ ] = remark or other dose. The list is partial, so the mix of outcomes need not match the whole.

SMILES	FXIa inh	PERK inh	FXIIa inh 1536	Cl transport mod	thrombin 1536	Rad51 HR inh	hK5 inh	Calpain2 inh	Furin inhibitor
CSc1ccccc1-n1nnnc1SCc1ccccc1	3	1.2	15	-0.019	-11	6	-13	22	-7[20 µM]
CC12CCC(c3c(C(=O)N4CCOCC4)nn(-c4ccccc4)c31)C2(C)C (centres undefined)	31	0.5	40*	-1.1	2	-6	41*	16	-7
CCCn1ccc(O)c(Cc2ccc(Cl)cc2)c1=O	3	-1.0	.	-0.072	-12	6	-2	-8	-28
O=C(O)C1CC(c2ccccc2)=NO1 (centres undefined)	14	0.3	25	0.017	-2	8	-5	-4	-6[20 µM]
O=C(Nc1ccccc1)C1=C(N2CCOCC2)/C(=C/c2cccnc2)CC1	-1	-0.4	9	.	-3	5	-5	-27	-16[20 µM]
CC(=O)c1coc2c1cc(O)c1ccccc12	4	0.6	22	0.13	4	3	-8	-12	-11[20 µM]
CC(=O)Nc1cccc(S(=O)(=O)N2CCCCCC2)c1	-5	-0.2	1	0.7	0	5	-2	-7	-26[20 µM]
Cc1ccc(-c2cc(C(=O)OCC(=O)N(C)C3CCS(=O)(=O)C3)c3ccccc3n2)c(C)c1 (centres undefined)	-2	-0.8	9	-2.5	-3	3	3	-23	-17
Cc1cc(NC(=O)c2cc(F)c(F)cc2Cl)no1	2	0.5	4	-0.0045	-6	13	-5	14	-16
CCc1ccc2oc(=O)cc(CN3CCN(CCO)CC3)c2c1	0	0.0	3	1.2	-1	-2	3	-16	-21
COc1ccc(-n2cc(-c3ccccc3)c3c(NN4CCOCC4)ncnc32)cc1	0	1.2	13	-0.2	-2	-14	-4	-19	-16
O=[N+]([O-])c1ccc(N2CCN(c3ccc(Cl)nn3)CC2)c(Cl)c1	5	-0.8	4	.	-2	-2	-25	9	-29[20 µM]
CC1(C)Cc2ccccc2C(C(Cc2ccccc2)C(N)=O)=N1 (centres undefined)	-2	0.7	7	-0.31	-5	-9	-4	-4	-19
O=c1cnnc(Nc2ccccc2)[nH]1	1	0.9	9	0.16	2	2	2	5	1
O=S(=O)(NCC(c1cccnc1)N1CCN(c2ccc(F)cc2)CC1)c1ccc(F)cc1 (centres undefined)	2	0.4	-294	-0.014	-1	-4	0	-21	-30
CCOP(=O)(OCC)c1nc(-c2ccc(C)cc2)oc1NCc1ccccc1	9	-0.6	11	-1.3	5	.	1	-112	-14
Cc1cc(NC(=O)c2ccc(N3CCCC3)c([N+](=O)[O-])c2)no1	10	0.3	15	0.73	1	-8	5	-15	1
COc1ccc(-c2cc(C(F)(F)F)c(C#N)c(SCC(=O)Nc3ccccc3C#N)n2)cc1	-4	0.6	16	.	-4	-1	-9	-147	-20[20 µM]
O=C(NC1CCC(NC(=O)C(F)(F)C(F)F)CC1)C(F)(F)C(F)F (centres undefined)	6	1.4	17	1.5	4	16	-18	-18	-17
COC(=O)CNC(=O)Cn1cnc2sc(C)c(S(=O)(=O)N3CCC(C)CC3)c2c1=O	6	-1.2	4	-1	3	7	-12	19	-9[20 µM]
CN(C)S(=O)(=O)c1ccc(Cl)c(NC(=O)CN2CCc3ccccc3C2)c1	-1	0.3	4	-1.8	2	14	-4	1	-23
Cc1nc(C)c(-c2csc(Nc3ccc(F)cc3)n2)s1	3	-1.2	7	-0.25	-8	-6	-5	13	-2
COc1ccc(/C(C)=N/N=C(N)N)c(O)c1	1	0.3	7	-0.46	-2	-9	26	18	-15
CCSc1nnc(NC(=O)CSc2nc(CC)nc3c2c(=O)n(C)c(=O)n3C)s1	0	0.0	12	0.066	-5	-3	-7	9	-4
COc1ccc(NC(=O)c2cc(=O)c3ccccc3o2)cn1	7	-0.1	16	0.98	5	11	-5	23	-17

Looked up above:
PERK inh, `COc1ccc(-c2cc(C(F)(F)F)c(C#N)c(SCC(=O)Nc3ccccc3C#N)n2)cc1` is entered as 0.6
PERK inh, `Cc1nc(C)c(-c2csc(Nc3ccc(F)cc3)n2)s1` is entered as -1.2

(continued)
SMILES	FXIa inh	PERK inh	FXIIa inh 1536	Cl transport mod	thrombin 1536	Rad51 HR inh	hK5 inh	Calpain2 inh	Furin inhibitor
CCCCCc1c(C)nc(N2CCc3ccccc32)[nH]c1=O	-3	0.1	16	1.8	3	5	5	-15	-3[20 µM]
COc1ccc(NC(=O)CSc2cc(C)nc3c(-c4ccccc4)cnn23)cc1	-3	0.6	8	0.19	3	12	-3	-96	-14
O=C(Nc1cccnc1)C12CC3CC(CC(C3)C1)C2	-4	0.6	5	-0.88	-11	4	-2	-9	-23
CN1CCN(C(=S)Nc2cc([N+](=O)[O-])ccc2Cl)CC1	21	0.9	21	0.81	-4	3	-22	3	-12
COc1ccc(C(=O)N2CCC(O)(c3ccc(Cl)cc3)CC2)cc1OC	-3	-0.3	-1	0.89	-11	.	-5	13	-6
COc1cccc(C(=O)Nc2cc(NC(=O)c3ccco3)ccc2OC)c1	-5	-0.4	6	0.79	-1	1	-2	11	-27[20 µM]
Nc1cc([N+](=O)[O-])ccc1O	19	0.5	22	-0.097	-4	-29	-12	1	-14
Cc1ccccc1NC(=O)Cn1c(=O)n(CC2CCCO2)c(=O)c2ccccc21 (centres undefined)	-6	0.2	5	0.57	-6	0	-3	-29	-11
COC(=O)c1ccc(-c2noc(CN3C[C@H]4CC[C@H]3C4)n2)cc1	-4	0.5	15	.	2	.	15	-7	-30
CNC(=S)N(C)c1ccccc1	-9	0.8	6	1.2	-6	-2	-2	-3	-21
Cc1cc(C)cc(NC(=S)NCCCN2CCOCC2)c1	6	0.8	7	0.11	-5	6	-13	-9	-19
Cc1c(N(C)C)nc2ccccc2c1N	5	-0.2	17	-1.9	2	-8	-19	-24	21[20 µM]
N#Cc1ccc(-c2csc(NC(=O)c3cc(-c4cccs4)nc4ccccc34)n2)cc1	6	0.6	15	-0.049	3	8	4	-306	15
C#CCOCCOCCOCCNc1nc(N2CCN(C(=O)[C@H](CCCCN)n3cc([C@@H](N)CO)nn3)CC2)nc(N2CCN(C(=O)[C@H](Cc3cc4ccccc4[nH]3)n3cc([C@@H](N)CC(C)C)nn3)CC2)n1	-4	1.1	2	0.33	-4	.	-4	-52	-16
Fc1ccccc1N1CCN(c2nnnn2-c2ccccc2)CC1	2	0.6	7	0.56	-4	7	1	-164	-27
O=C(O)CCC(=O)Nc1ccccc1Oc1ccccc1	-6	0.2	-4	-0.08	-8	0	-12	24	-9
CC(=O)Nc1cccc(OCCCOc2ccc([N+](=O)[O-])cc2)c1	-1	0.6	4	0.41	-3	.	1	-18	-11
Cn1c2ccccc2c2nn(-c3ccccc3)c(=O)cc21	3	-0.8	9	-0.99	1	.	-17	-29	-5
CC(=O)c1cc2c(cc1NS(=O)(=O)c1ccccc1)OCO2	6	0.6	21	-0.071	5	-2	2	-3	-2[20 µM]
CCOC(=O)c1ccc(NC(=O)Cn2nnc(-c3ccc(F)cc3)n2)cc1	-3	1.2	13	0.034	-5	-2	-17	-38	-30
CCc1ccc(-c2cc(C(=O)N3N=C(C(F)F)CC3(O)C(F)F)c3ccccc3n2)cc1 (centres undefined)	-2	-1.3	16	-0.55	-6	-8	-14	-215	-15[20 µM]
O=C(CN1C(=O)C2C3C=CC(C3)C2C1=O)Nc1nc(SCc2ccc(Cl)cc2)n[nH]1 (centres undefined)	-3	0.1	10	0.43	-2	0	-4	19	-10
CCOC(=O)C(O)(CC(=O)c1ccc(Cl)cc1)C(=O)OCC	-5	-0.1	5	1.2	-3	.	-5	-9	-5
CC(=O)Nc1ccn(-c2ccccc2)n1	-10	1.6	-6	1.2	-7	-5	-24	16	-9[20 µM]
c1ccc(C(c2nnnn2C2CCCC2)N2CCCCCC2)nc1 (centres undefined)	-1	0.1	28	0.0032	4	4	-2	-13	-24
Further results follow.
SMILES	FXIa inh	PERK inh	FXIIa inh 1536	Cl transport mod	thrombin 1536	Rad51 HR inh	hK5 inh	Calpain2 inh	Furin inhibitor
O=Cc1c(N2CCN(c3ccccc3)CC2)nc2ccccn2c1=O	-1	0.1	6	0.2	-3	-8	1	11	-17
CC1CCc2sc(C(=O)OCC(=O)NC(N)=O)cc2C1 (centres undefined)	3	1.1	2	1.1	-9	-5	10	3	-27
COc1ccc(-c2ocnc2C(=O)Nc2ccccc2N2CCCCC2)cc1	-3	0.2	-9	0.87	-4	-2	0	-5	-19
O=C(Nc1ccc(Cl)cc1)Nc1ccccc1C(=O)O	-1	0.1	6	-0.88	-14	7	1	-25	-25
COc1ccccc1NS(=O)(=O)c1ccc(NC(C)=O)cc1	-6	1.1	-7	-0.7	-4	9	11	5	-18[20 µM]
Cc1nnc(SCCCn2c(N3CCCCC3)nc3c2c(=O)[nH]c(=O)n3C)s1	2	-0.9	12	-0.52	-2	-9	0	15	3[20 µM]
O=C(c1noc2c1CCCC2)N1CCc2c([nH]c3ccccc23)C1c1ccccn1 (centres undefined)	2	1.6	6	.	1	.	.	-5	-14
Cc1ccc(CCN2CC(C(=O)NCCN3CCCCCC3)CC2=O)cc1 (centres undefined)	-4	-0.1	3	.	-3	-6	-3	-14	-22
COC(=O)c1ccc(NC(=O)CSc2nnc(CNc3ccc(F)cc3)n2C)cc1	8	0.1	15	-0.51	4	1	-20	-37	-6
COC(=O)Cc1ccc(O)c(N)c1	2	1.3	14	-0.039	-2	4	3	-18	-16
O=c1oc2ccccc2cc1-c1csc(Nc2nc3c(F)cccc3s2)n1	5	0.8	1	1.7	-10	-8	-17	-96	1
O=C(c1cc(Cl)c(=O)n(Cc2ccc(Cl)cc2)c1)N1CCOCC1	4	0.6	11	-0.001	0	-9	-25	-1	-13[20 µM]
Cc1ccccc1CSCCNC(=O)c1ccc(Cl)c(S(=O)(=O)N2CCOCC2)c1	-1	0.2	-2	-0.89	-6	-7	-4	16	-27[20 µM]
COc1cc(OC)cc(-c2nc(=S)n3ccsc3n2)c1	10	0.7	2	-0.81	-4	.	-2	7	-24
O=C(NC(Cc1c[nH]c2ccccc12)C(=O)O)/C(=C/c1ccc(F)cc1)NC(=O)c1ccccc1 (centres undefined)	-1	0.6	2	0.13	-4	1	-2	-12	-26
COc1ccc(OC)c(NC(=S)NCCN2CCOCC2)c1	17	0.3	13	0.21	20	22	29	25	-15
O=C(COC(=O)c1ccccc1Nc1ccccc1)NCc1ccccc1	11	0.6	11	0.61	3	-6	6	12	-18
O=C(Cn1cncn1)N/N=C/c1cccnc1	-2	0.1	-1	0.97	-11	.	-3	11	-22

Three structures out of the list, arranged by SMILES length, smallest number first:
SMILES	FXIa inh	PERK inh	FXIIa inh 1536	Cl transport mod	thrombin 1536	Rad51 HR inh	hK5 inh	Calpain2 inh	Furin inhibitor
COc1ccc(OC)c(NC(=S)NCCN2CCOCC2)c1	17	0.3	13	0.21	20	22	29	25	-15
O=c1oc2ccccc2cc1-c1csc(Nc2nc3c(F)cccc3s2)n1	5	0.8	1	1.7	-10	-8	-17	-96	1
O=C(NC(Cc1c[nH]c2ccccc12)C(=O)O)/C(=C/c1ccc(F)cc1)NC(=O)c1ccccc1 (centres undefined)	-1	0.6	2	0.13	-4	1	-2	-12	-26
